Compound activity deposited in PubChem by several laboratories.
KOR beta-arrestin-1: KOR agonists, beta-arrestin recruitment, primary screen, cell-based, luminescence, uHTS (AID 1777). Kappa-type opioid receptor (Homo sapiens). KOR beta-arrestin recruitment, luminescence; higher % means a stronger effect. activation, % at 10 µM, or EC50 in µM where a hit was titrated. hit rate 0.02% among 280,000; in the data active = activation above about 50%, passing the limit was not always enough; also: a part of the inactive calls stands beside numbers as strong as those of hits
Salmonella PhoP GFP: inhibitors of PhoP regulon expression, primary screen, Salmonella Typhimurium, GFP reporter (AID 1863); one-dose inhibition, % at 50 µM; IC50 in µM for titrated hits; S. Typhimurium PhoP-regulated promoter GFP reporter, 4 h; higher % means a stronger effect; hit rate 0.16% among 300,000;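 active = inhibition over 29.93%, a cutoff 3 SD above the screen mean, later confirmed by dose response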;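 also: 0% = low Mg2+ inducing control and 100% = high Mg2+ repressing control; strong numbers were not always called active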
GPR35 arrestin U2OS: GPR35 antagonists blocking zaprinast-driven arrestin recruitment, primary screen, imaging, U2OS, beta-arrestin-GFP, zaprinast agonist (AID 2058); hit rate 0.052% among 290,000; U2OS GPR35 beta-arrestin-GFP translocation imaging, zaprinast antagonism; higher % means a stronger effect; G-protein coupled receptor 35 (Homo sapiens); inhibition, % at 10 µM; hits with a dose series show IC50 in µM;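 active = inhibition of at least 50% with at least 30 cells and total cytoplasm GFP at most 10,000,000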
GPR55 activation: GPR55 agonists via beta-arrestin recruitment, primary screen, imaging, U2OS cells, beta-arrestin-GFP redistribution (AID 1961); G-protein coupled receptor 55 (Homo sapiens); U2OS GPR55 beta-arrestin-GFP redistribution imaging; higher % means a stronger effect; one-dose activation, % at 10 µM; EC50 in µM for titrated hits; hit rate 0.048% among 290,000;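 active = activation above 40% with more than 50 cells counted in the well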;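 also: U2OS osteosarcoma cells stably expressing GPR55 and beta-arrestin-GFP; plate controls were DMSO negative control for no effect and LPI positive control for full effect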
GPR55 LPI antagonism: GPR55 antagonists blocking LPI-driven arrestin recruitment, primary screen, imaging, U2OS, beta-arrestin-GFP, LPI agonist (AID 2013) | inhibition, % at 10 µM, or IC50 in µM where a hit was titrated | U2OS GPR55 beta-arrestin-GFP translocation imaging, LPI antagonism; higher % means a stronger effect | G-protein coupled receptor 55 (Homo sapiens) | hit rate 0.13% among 290,000;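 active = spots per cell inhibited over 60%, with over 100 cells counted and total cytoplasm intensity under 500,000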;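 also: U2OS cells stably carrying GPR55 and arrestin-GFP stimulated by 5 µM LPI near EC80; imaged beta-arrestin-GFP aggregate spots per cell after agonist stimulation; plate controls were LPI-stimulated DMSO wells for no effect and DMSO wells without LPI for full effect; some results filed as inactive read as strong as hits; confirmed hits need IC50 under 10 µM and bright autofluorescent wells are also inconclusive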
NTR1 agonist: agonists of NTR1, primary screen, imaging, U2OS cells, beta-arrestin-GFP, high content (AID 493036); Neurotensin receptor type 1 (Homo sapiens), P30989; NTR1-U2OS beta-arrestin-GFP spot imaging, agonist mode; activation, % at 20 µM; hit rate 0.17% among 330,000;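 active = activation at or above 40% of the spot to cytoplasm intensity ratio, with at least 20 cells analyzed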;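 also: 0% = DMSO without peptide and 100% = 100 nM NTR1 peptide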
Target sequence (P30989 whole entry, looked up): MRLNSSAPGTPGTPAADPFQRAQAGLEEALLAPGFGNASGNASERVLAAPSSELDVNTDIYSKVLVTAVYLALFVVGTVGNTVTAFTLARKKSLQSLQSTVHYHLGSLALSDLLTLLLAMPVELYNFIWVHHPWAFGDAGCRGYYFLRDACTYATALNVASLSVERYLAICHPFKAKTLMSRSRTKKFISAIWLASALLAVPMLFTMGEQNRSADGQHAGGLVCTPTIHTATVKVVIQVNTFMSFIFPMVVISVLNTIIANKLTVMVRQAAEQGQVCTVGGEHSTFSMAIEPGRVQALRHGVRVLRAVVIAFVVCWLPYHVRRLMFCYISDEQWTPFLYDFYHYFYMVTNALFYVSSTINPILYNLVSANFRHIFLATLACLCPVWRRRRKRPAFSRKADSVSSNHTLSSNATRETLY
West Nile antiviral: West Nile virus antiviral activity, cell-based, CPE readout (AID 1621). hit rate 0.02% among 290,000. CPE inhibition, % at 10 µM, or IC50 in µM where a hit was titrated. West Nile virus-infected cells, CPE inhibition; higher % means a stronger effect; in the data active = a potency from the dose series; also: strong numbers were not always called active
KOR beta-arrestin-2: KOR antagonists, beta-arrestin recruitment, cell-based, luminescence, uHTS (AID 1778); KOR beta-arrestin recruitment, luminescence, antagonist mode; higher % means a stronger effect; hit rate 0.091% among 290,000; Kappa-type opioid receptor (Homo sapiens); inhibition, % at 10 µM; hits with a dose series show IC50 in µM; in the data active = inhibition above about 50%; also: strong numbers were not always called active
T cell modulator: modulators of CD8 T cell-vesicle binding, primary screen, mouse 2C CD8+ T cells, flow cytometry; calls only at 7 µM; 2C CD8+ T cell-vesicle binding; active compounds read low; hit rate 0.068% among 330,000;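 active = response, share of CD8 T cells binding vesicles, and their 90th percentile fluorescence all below set limits, cut at about 80% in these data, passing the limit was not always enough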
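Assay system – 2C mouse CD8+ T cells · Also added – QL9-loaded Drosophila micro-vesicles · Timing – Cell–vesicle co-incubation 1.5 h at 37 °C, staining 20 min on ice · Signal – flow cytometry of vesicle-bound cells · Measure – percent CD8+ FL2 mean versus row control · Controls – Peptide-free naked vesicles (low) and QL9 vesicles with 0.7% DMSO vehicle (high)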
T cell modulator vesicle-bound %: second read-out of T cell modulator, no call of its own (marks repeat the call); double positive events, %; measured here: CD8+ vesicle-bound cell fraction;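 binding gate set so that unloaded-vesicle control wells show 10% double positive cells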
NTR1 agonist cell count 20 µM: second read-out of NTR1 agonist, no call of its own (marks repeat the call); cell count; measured here: cell count, cytotoxicity flag
An asterisk follows results filed as active; i = inactive; nt = no result given; [ ] = another dose, or the depositor's remark.

Results follow in this order: KOR beta-arrestin-1	Salmonella PhoP GFP	GPR35 arrestin U2OS	GPR55 activation	GPR55 LPI antagonism	NTR1 agonist	NTR1 agonist cell count 20 µM	West Nile antiviral	KOR beta-arrestin-2	T cell modulator	T cell modulator vesicle-bound %
- CC(=O)Nc1cccc(/C(C)=N/NS(=O)(=O)c2ccc(C)cc2)c1
 : 4.2%	1%	-8%	-0.3%	-8%	0.7	34	-0.1%	-9%	i	47
- Nc1ncnc2c1C1(CCCCC1)Cc1ccccc1-2
 : 1.9%	4%	-5%	-0.2%	16%	-1.2	66	0.5%	-17%	i	52
- O=C(Cc1ccccc1F)OCN1C(=O)c2ccccc2C1=O
 : -7.6%	4%	9%	0.4%	22%	-1.3	53	-0.1%	21%	i	10
- Cc1ccccc1NC(=O)CN1C(=O)CSc2ccccc21
 : -2.0%	nt	9%	-0.1%	17%	-0.8	57	0.1%	11%	i	29
- NS(=O)(=O)c1ccc(-n2ncc3c(=O)[nH]c(SCC(=O)Nc4nccs4)nc32)cc1
 : -2.4%	2%	-4%	0.2%	18%	3.5	62	0.2%	21%	i	30
- CN(Cc1cccc(F)c1)C(=O)CNS(=O)(=O)c1ccc2ccccc2c1
 : 0.6%	-3%	10%	-0.4%	-2%	-1.0	54	-0.4%	-16%	i	39
- CC(C)CCn1c(=O)c2sccc2n2c(CCCC(=O)N3CCN(c4ccccn4)CC3)nnc12
 : -0.4%	-4%	8%	-0.1%	15%	1.4	52	-0.6%	-2%	i	22
- O=[N+]([O-])c1ccc(Nc2ccccn2)c([N+](=O)[O-])c1
 : 14%	4%	-6%	0.2%	1%	-1.1	38	-1.4%	-17%	i	16
- CCCN(CCC)CC(O)CN1C(=O)N(CN2C(=O)N(CC(O)CN(CCC)CCC)C(=O)C2(C)C)C(C)(C)C1=O (centres undefined)
 : -5.5%	-7%	-7%	0.1%	-5%	0.4	51	0.5%	20%	i	67
- O=C(O)c1cccc(NC(=O)c2cn(-c3ccccc3)nc2-c2ccc([N+](=O)[O-])cc2)c1
 : -0.9%	-5%	8%	-0.2%	7%	0.2	58	0.3%	-4%	i	51
- Cc1cccc(C(=O)C2CCN(S(=O)(=O)c3ccc(C(=O)O)cc3)CC2)c1
 : 0.3%	5%	21%	-0.2%	1%	0.8	41	-0.1%	18%	i	23
- COc1ccccc1C(=O)Nc1c(C)n(C)n(-c2ccccc2)c1=O
 : -1.9%	-7%	-7%	-0.1%	15%	0.3	82	-0.1%	-18%	i	17
- NC(=O)C1=C[C@@H](c2csc3ccccc23)C[C@@H](OCCCCO)O1
 : 0.3%	8%	-2%	0.1%	2%	0.6	67	1.2%	-21%	i	32
- CCOC(=O)C1CCCN(c2nc3ccccc3nc2C(C#N)C(=O)NCc2ccccc2)C1 (centres undefined)
 : -0.9%	5%	-15%	0.2%	10%	1.5	58	0.6%	10%	i	2
- COc1ccc(-c2csc(NC(=O)c3ccco3)n2)cc1
 : -0.7%	2%	-3%	0.7%	7%	0.5	36	0.0%	1%	i	33
- COc1ccc(C(=O)N[C@H](C(=O)Nc2ccc(OC)nc2)C(C)C)cc1
 : -5.1%	0%	-5%	-0.2%	-3%	-1.1	37	0.0%	-19%	i	25
- Clc1ccc(Cn2nnc(-c3ccc(N4CCOCC4)cc3)n2)cc1
 : -5.4%	-7%	-1%	0.3%	6%	0.1	66	-0.2%	-2%	i	10
- Cc1nc(N2CCOCC2)nc(N2CCN(c3ccccc3)CC2)c1[N+](=O)[O-]
 : -0.7%	-2%	-4%	-0.1%	7%	4.6	47	-0.2%	-14%	i	16
- CSc1nnc(C(C)c2ncc(C(F)(F)F)cc2Cl)n1C (centres undefined)
 : -7.4%	-15%	-5%	0.1%	4%	-1.4	95	0.1%	19%	i	45
- CCCOc1ccc(/C=N/NC(=O)C(C)Sc2ccccn2)cc1OCC (centres undefined)
 : 2.1%	-6%	-6%	0.2%	12%	-0.1	80	-0.6%	-4%	i	19
- O=S(=O)(c1cnccc1N1CCN(CCO)CC1)N1CCCCC1
 : 1.0%	-4%	10%	0.0%	-15%	-1.3	53	-0.4%	4%	i	36
- CCOC(=O)C1CCN(S(=O)(=O)c2ccc(C)c(C)c2)CC1
 : nt	1%	14%	0.2%	2%	2.1	63	0.1%	2%[20 µM]	i	54
- Cc1ccccc1CN1CCC(CNC(=O)C2CCCN(c3ncnc4c3nc3n4CCCCC3)C2)CC1 (centres undefined)
 : -5.7%	-3%	5%	0.2%	-7%	0.6	69	-0.4%	16%	i	31
- O=C(CN1CCC(n2nnc3cc(C(F)(F)F)ccc32)CC1)N1CCc2ccccc21
 : nt	3%	7%	-1.0%	5%	3.7	44	-0.8%	-43%	i	44
- O=C(COc1ccccc1)NC1CCCCCCC1
 : 0.3%	14%	-5%	-0.1%	18%	0.9	64	-1.1%	8%	i	55
- CN1C2C=C3C(C#N)=C(N)C(C#N)(C#N)[C@@H](c4ccsc4)[C@@H]3C1CC2 (some centres undefined)
 : 0.8%	0%	-6%	-0.1%	7%	-0.9	60	0.5%	19%	i	42
- O=C1OC(c2cccs2)=N/C1=C\c1ccc(-c2cccc(Cl)c2)o1
 : 1.8%	-6%	5%	0.1%	6%	0.7	95	0.0%	-16%	i	12
- CCOc1ccc(CN2CCC(C(=O)N3CCN(c4ccccc4F)CC3)CC2)cc1OC
 : -3.2%	5%	16%	-0.1%	15%	-0.5	76	-1.0%	-3%	i	23
- CCOC(=O)c1c(OCCO)noc1N
 : -8.3%	9%	2%	0.5%	4%	-0.7	52	0.4%	-3%[20 µM]	i	42
- O=C(O)c1ccc(NS(=O)(=O)c2ccc(Cl)c(Cl)c2)cc1O
 : -2.0%	-13%	10%	0.2%	5%	-1.5	40	1.1%	-13%	i	41

Part of the list above in order of formula weight, smallest number first:
Results follow in this order: KOR beta-arrestin-1	Salmonella PhoP GFP	GPR35 arrestin U2OS	GPR55 activation	GPR55 LPI antagonism	NTR1 agonist	NTR1 agonist cell count 20 µM	West Nile antiviral	KOR beta-arrestin-2	T cell modulator	T cell modulator vesicle-bound %
- NC(=O)C1=C[C@@H](c2csc3ccccc23)C[C@@H](OCCCCO)O1
 : 0.3%	8%	-2%	0.1%	2%	0.6	67	1.2%	-21%	i	32
- CCCOc1ccc(/C=N/NC(=O)C(C)Sc2ccccn2)cc1OCC (centres undefined)
 : 2.1%	-6%	-6%	0.2%	12%	-0.1	80	-0.6%	-4%	i	19
- CCOC(=O)C1CCCN(c2nc3ccccc3nc2C(C#N)C(=O)NCc2ccccc2)C1 (centres undefined)
 : -0.9%	5%	-15%	0.2%	10%	1.5	58	0.6%	10%	i	2

Next section:
Results follow in this order: KOR beta-arrestin-1	Salmonella PhoP GFP	GPR35 arrestin U2OS	GPR55 activation	GPR55 LPI antagonism	NTR1 agonist	NTR1 agonist cell count 20 µM	West Nile antiviral	KOR beta-arrestin-2	T cell modulator	T cell modulator vesicle-bound %
- C=CCN(CC=C)S(=O)(=O)c1ccc(C(=O)Nc2nc3c(s2)CCc2ccccc2-3)cc1
 : 0.6%	6%	4%	0.0%	13%	-0.1	44	-0.6%	16%	i	13
- CC1CCCCC1NC(=O)c1cc2c(s1)CS(=O)(=O)C2 (centres undefined)
 : -2.8%	-2%	-10%	-0.1%	7%	0.7	44	-0.3%	20%	i	19
- CC(=O)OCCN1CCN(C(=O)CN2C(=O)NC(c3ccccc3)(c3ccccc3)C2=O)CC1
 : -4.2%	-5%	18%	-0.2%	-34%	0.4	51	-0.5%	-6%	i	55
- CCCCn1c(SCC(=O)NCc2ccccc2)nc2ccc(N3CCOCC3)cc2c1=O
 : -1.7%	1%	0%	0.5%	5%	1.1	74	1.3%	13%	i	39
- O=C(c1cc2ccccc2c(=O)o1)N1CCCC1
 : -2.4%	-7%	-2%	0.3%	13%	-0.6	45	0.1%	8%	i	8
- C[C@]12C(=O)N(c3cccc(Cl)c3)C(=O)N1[C@H]1c3ccccc3OC[C@@H]1[C@H]2c1ccccc1
 : 2.2%	3%	7%	0.4%	0%	3.6	92	-1.0%	-30%[20 µM]	i	32
- CCC(C)Nc1nc(N)c([N+](=O)[O-])c(Nc2cc(OC)ccc2OC)n1 (centres undefined)
 : 5.4%	0%	-4%	-0.3%	-14%	8.1	52	1.4%	-17%	i	32
- Cc1ccc2nc(SCC(=O)c3ccc(O)cc3O)[nH]c2c1
 : 3.2%	-2%	-6%	-0.1%	-11%	-0.4	49	-0.1%	2%	i	20
- NC1=NC(c2cccc(Cl)c2)N(CCc2ccc(F)cc2)C(N)=N1 (centres undefined)
 : 6.0%	2%	-3%	0.3%	4%	-1.6	75	-0.8%	-3%	i	11
- O=C1NC(Nc2ccccn2)(C(F)(F)F)C(=O)N1c1ccc(F)cc1 (centres undefined)
 : -0.3%	7%	2%	-0.1%	13%	-0.3	45	-0.6%	8%	i	14
- CCCOC(=O)/C(C(N)=NCc1ccccc1)=C(\O)OCCC
 : 5.8%	-1%	1%	-0.4%	2%	8.7	92	-1.0%	2%	i	19
- CC(C)(C)c1ccc(OCCC(=O)NC2=NCCS2)cc1
 : 6.5%	-6%	-7%	-0.1%	8%	-3.9	83	0.1%	-67%	i	42
- CSc1ncc(C(=O)Nc2cccc(Cl)c2)c(C)n1
 : -8.4%	15%	-1%	-0.3%	-2%	-0.3	93	-0.8%	5%	i	28
- Cc1cccc(OCC(=O)N2CCCc3ccccc32)c1
 : nt	nt	-9%	-0.1%	8%	-0.1	58	-1.1%	10%[20 µM]	i	27
- Cc1ccccc1C(=O)Nc1ccc(S(=O)(=O)N2CC(C)OC(C)C2)cc1 (centres undefined)
 : -1.5%	-7%	12%	-0.1%	4%	0.8	38	-1.3%	-10%	i	39
- COC(=O)c1cc(Br)ccc1-c1ccc(/C=N/n2nnnc2N)o1
 : -0.9%	-12%	-2%	-0.2%	8%	3.0	47	-0.3%	2%	i	39
- COc1ccc(CNC(=O)C2CCN(S(=O)(=O)N3CC(C)CC(C)C3)CC2)cc1 (centres undefined)
 : -5.5%	-5%	13%	-0.1%	7%	-0.5	77	-0.4%	-31%	i	19
